FLuc inh: Photinus pyralis luciferase inhibition | purified P. pyralis luciferase, luminescence, biochemical | P08659 | Potency, µM (highest dose often 115 µM), for the others: at the top dose activity change, negative = inhibition, most hits filed as inhibitors | 76,000 tested, 2.5% active; further: potency means the concentration at half of the fitted maximal effect; nearly all actives have a fitted effect of over 65% in size
Target sequence (P08659 whole entry, looked up): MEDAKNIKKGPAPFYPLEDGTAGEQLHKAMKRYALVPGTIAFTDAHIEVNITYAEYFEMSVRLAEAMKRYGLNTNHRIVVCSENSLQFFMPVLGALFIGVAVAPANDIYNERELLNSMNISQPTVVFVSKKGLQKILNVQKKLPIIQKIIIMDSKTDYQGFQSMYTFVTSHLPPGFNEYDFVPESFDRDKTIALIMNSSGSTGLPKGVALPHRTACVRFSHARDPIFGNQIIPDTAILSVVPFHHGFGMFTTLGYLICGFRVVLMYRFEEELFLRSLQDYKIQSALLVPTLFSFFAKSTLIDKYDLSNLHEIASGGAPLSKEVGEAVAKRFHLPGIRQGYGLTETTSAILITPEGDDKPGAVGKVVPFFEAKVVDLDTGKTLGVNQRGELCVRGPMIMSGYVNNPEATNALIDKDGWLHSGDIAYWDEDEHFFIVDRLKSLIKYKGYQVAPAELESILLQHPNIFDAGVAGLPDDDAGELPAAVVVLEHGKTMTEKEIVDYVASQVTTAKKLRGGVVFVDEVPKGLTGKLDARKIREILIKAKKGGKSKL
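Biochemical qHTS: compound (6-point titration) added to 10uM D-luciferin plus 10uM ATP in Tris acetate pH 7.5 buffer with Mg, Tween-20 and BSA, then purified enzyme at 10nM; light output imaged.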
NIH3T3 tox: kills NIH 3T3 cells; NIH 3T3 viability, CellTiter-Glo ATP luminescence, 48-72 h; Potency, µM (titrated, usually from 96.7 µM), for the others: at the highest dose activity change, negative = cytotoxicity, hits mostly inhibitors; 94,000 tested, 4.3% active; AID 1345082; further: potency means the concentration at half of the fitted maximal effect; nearly all actives have a fitted effect of over 55% in size
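Luminescent ATP readout (CellTiter-Glo, 10 min RT) after 48 or 72 hr compound exposure of NIH 3T3 cells seeded at 400 cells/well in 1536-well format; quantitative HTS.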
GPT2 inhibitor: blocks human glutamate pyruvate transaminase 2 | Q8TD30 | Recombinant GPT2, coupled pyruvate oxidase/HRP Amplex Red fluorescence | Potency, µM (titrated, usually from 57.7 µM), inactives show at the top dose activity change, negative = inhibition, hits mostly inhibitors | 100,000 tested, 0.25% active | AID 1671188; further: potency means the concentration at half of the fitted maximal effect; nearly all actives have a fitted effect of over 60% in size; many of its hits are not listed in these tables
Target sequence (Q8TD30 whole entry, looked up): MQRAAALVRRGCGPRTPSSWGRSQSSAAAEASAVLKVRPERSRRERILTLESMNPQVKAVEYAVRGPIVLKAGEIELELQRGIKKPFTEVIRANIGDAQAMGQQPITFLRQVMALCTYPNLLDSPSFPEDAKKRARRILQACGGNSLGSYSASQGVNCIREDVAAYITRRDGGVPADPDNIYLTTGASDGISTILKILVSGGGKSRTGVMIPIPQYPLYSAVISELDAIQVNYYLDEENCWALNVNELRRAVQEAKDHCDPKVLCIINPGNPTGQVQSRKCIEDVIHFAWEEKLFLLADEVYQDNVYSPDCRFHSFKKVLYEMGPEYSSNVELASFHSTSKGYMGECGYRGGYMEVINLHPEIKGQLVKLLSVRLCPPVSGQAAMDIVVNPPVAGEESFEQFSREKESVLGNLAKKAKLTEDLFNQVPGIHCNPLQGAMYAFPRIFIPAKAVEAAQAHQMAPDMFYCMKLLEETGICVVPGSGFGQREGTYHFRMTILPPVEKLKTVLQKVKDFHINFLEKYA
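Inhibition is scored from Amplex Red fluorescence generated when pyruvate oxidase and HRP act on pyruvate released by GPT2. Reactions contain 10ng/uL enzyme, 250uM a-KG and 2mM L-alanine and run 30 min at room temperature.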
HEK293 viab: reduces viability of HEK-293 SNCA reporter cells; HEK-293-SNCA-luc viability, GF-AFC fluorescence, 24 h; Potency, µM (top dose mostly 57.1 µM), for inactives: at the top dose activity change, negative = cytotoxicity, hits mostly cytotoxic; 150,000 tested, 0.12% active; AID 1671193;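 further: potency means the concentration at half of the fitted maximal effect; 0% = DMSO-treated cells and -100% = medium-only wells without cells; nearly all actives have a fitted effect of over 30% in size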
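Cytotoxicity counterscreen: after 24 h compound treatment of genome-edited SNCA-luciferase HEK-293 cells, live-cell protease substrate GF-AFC read by fluorescence after 30 min; activity scaled between DMSO (0%) and medium-only (-100%), curves Hill-fitted.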
SNCA expr inhib: reduces expression of the alpha-synuclein gene; Potency, µM (doses to about 57.2 µM), inactives show at the top dose activity change, negative = inhibition, hits mostly inhibitors; HEK-293 SNCA-luciferase knock-in, luminescence, 24 h; 140,000 tested, 0.17% active;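 further: potency means the concentration at half of the fitted maximal effect; plate controls were DMSO cells for no effect and cell-free wells for full effect; nearly all actives have a fitted effect of over 45% in size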
HEK cytotox: cytotoxic compounds in HEK 293 cells. Potency, µM (series often up to 115 µM), without a hit: at the highest dose activity change, negative = cytotoxicity, hits mostly inhibitors. AID 1345083. 94,000 tested, 6.6% active. HEK 293 viability, ATP luminescence (CellTiter-Glo), 48-72 h; further: potency means the concentration at half of the fitted maximal effect; nearly all actives have a fitted effect of over 60% in size
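Cytotoxicity was scored by loss of ATP-coupled luminescence (CellTiter-Glo) in HEK 293 cells. Compound treatment ran 48 or 72 hr at 37 degree Celsius, 5% CO2, 95% humidity.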
IP6K1 inhibitor: IP6K1 kinase inhibition; IP6K1 kinase, ADP-Glo luminescence, 2 h; hits give low values; Q92551; activity change, % (series mostly up to about 58 µM); 140,000 tested, 0.81% active; AID 1645851; in the data active means activity change below about -25%
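ADP-Glo luminescence measures ADP made by human IP6K1 during a 2 h RT reaction with ATP/IP6 (mix at 1.3 mM/130 uM); top library doses 57.5 and 19.1 uM final.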
Starred values were filed as active, the others as inactive; i = inactive; ? = inconclusive; · = no result given; & = joins results of further samples; ! = a repeat was not active; [ ] = another dose, or the depositor's remark. Unless noted, the call rests on the fitted dose curve; in most records, active means well fitted curve in the direction sought with a large enough effect; inconclusive means small, poorly fitted or top-dose-only effect, or another doubt; inactive means no such curve, though single readings can be large; an effect the other way counts as inactive or inconclusive. Unless noted, on the % scale 0 is the no-effect control and ±100 the full control effect. An excerpt. The share of hits here may be higher or lower than overall.

SMILES	FLuc inh	NIH3T3 tox	GPT2 inhibitor	HEK293 viab	SNCA expr inhib	HEK cytotox	IP6K1 inhibitor
CC1CCN(C(=O)c2ccccc2OCC2CCCN(C(=O)C3CC3)C2)CC1 (stereo not given)	·	?	i	-27%	-2%	?	25
Cc1cccc(CNC(=O)C2Cn3cccc3C(=O)N2CC(C)C)c1 (stereo not given)	3%	-14%	i	9%	-8%	-19%	-9
O=C(CCS(=O)(=O)c1cc(Br)cc2c1N(C(=O)C1CC1)CC2)Nc1ccc(C(F)(F)F)cc1	·	·	·	6%	-11%	·	2
Cc1ccc(NC(=O)CN2C(=O)C(c3ccccc3)=NC2(C)C)cc1C	·	·	·	1%	0%	·	12
c1ccc(-c2cc3c(cn2)NCCN(CC2CC2)C3)cc1	?	?	i	-24%[87.6 µM]	78%[activator][87.6 µM]	-26%[230 µM]	-7
Cc1cnc(C(=O)NC2CCN(C(=O)N3CC4CC(C3)[C@H]3CCCC(=O)N3C4)CC2)cn1 (stereo not given in full)	-9%	-10%	4%	2%	-8%	-10%	6
C=CC[N+]1([C@H]2C[C@H]3[C@@H]4CC[C@H]5C[C@H](OC(C)=O)[C@@H](N6CCCCC6)C[C@]5(C)[C@H]4CC[C@]3(C)[C@H]2OC(=O)CC)CCCCC1	·	·	?	-3%	47%[25.6 µM]	·	12
CC(C)CC(=O)Nc1nnc(S(=O)(=O)N2CCCCCC2)s1	·	·	·	10%	3%	·	15
CCn1c(C2CCN(C(=O)[C@@H](N)Cc3cnc[nH]3)CC2)nn(C)c1=O	2%	i	-7%	-2%	-3%	i	-9
O=C(c1ccc(Cl)cc1)N1CCC2(CC1)CN[S+](=O)([O-])c1cccnc1O2	·	-13%	3%	1%	-9%	4%	16
NS(=O)(=O)c1cc(C(=O)O)c(NCc2ccco2)cc1Cl	·	·	-5%&1%	66%[23.9 µM]	-5%[25.6 µM]	·	7
O=C(c1ccc(C(F)(F)F)cc1)N1CCC(C(=O)N2CCC(N3CCOC3=O)CC2)CC1	·	-23%	i	16%	9%	-7%	-5
COc1ccc(NC(=O)N2CCCn3nc(C)cc32)cc1OC	·	·	·	-4%	-2%	·	-3
COc1ccc(-c2nc3c4ccccc4n(CC(=O)Nc4ccc(C(C)C)cc4)c(=O)n3n2)cc1	·	·	·	-9%	42%[activator]	·	-1
OC(CCN1CCCCC1)(c1ccccc1)c1ccccc1	·	·	i	33%[23.9 µM]	6%[25.6 µM]	·	5
Cc1ccc(O)c(CN2CCC(C3(c4ccccn4)NC(=O)NC3=O)CC2)c1 (stereo not given)	10%	-14%	i[11.5 µM]	-4%	-21%	-17%	13
Cc1ocnc1C(=O)N1CC[C@@H]2[C@@H](CCC(=O)N2CCc2cnc[nH]2)C1	12%	2%	5%	2%	-6%	0%	-10
c1cnc(-c2noc(-c3nc(-c4ccc5c(c4)OCO5)no3)n2)cn1	-8%	3%	0%	10%	-8%	2%	8
CCN1C(=O)CCc2cc(NC(=O)Cc3ccc(F)cc3)ccc21	-6%	?	3%	6%	8%	?	14
O=S(=O)(c1ccccc1)N1CCN(c2ccnc3ccnn23)CC1	·	?	i	9%	0%	-19%	-4
Cc1ccc(C#N)c(N2CCC(c3nnc(Cn4cncn4)n3C)CC2)n1	4%	i	-5%	-2%	-31%	i	-5
CC(C)N(C(=O)Cn1cc(SCC(=O)Nc2ccccc2F)c2ccccc21)C(C)C	·	·	·	-3%	-29%	·	8
COc1ccccc1-c1cn(C)c(=O)n2cc(CN3CCNC(=O)C3)nc12	4%[172 µM]	?	4%[88.5 µM]	0%[87.6 µM]	5%[87.6 µM]	2%[172 µM]	2
Cc1noc2c(NC(C)C)cc(-c3cccc(C(F)(F)F)c3)nc12	0%[172 µM]	?	-28%[88.5 µM]	9%[87.6 µM]	-24%[87.6 µM]	100µM*	-21

Whole records as entered above. Screens in order: FLuc inh	NIH3T3 tox	GPT2 inhibitor	HEK293 viab	SNCA expr inhib	HEK cytotox	IP6K1 inhibitor
COc1ccc(NC(=O)N2CCCn3nc(C)cc32)cc1OC is listed with ·	·	·	-4%	-2%	·	-3
Cc1ccc(C#N)c(N2CCC(c3nnc(Cn4cncn4)n3C)CC2)n1 is listed with 4%	i	-5%	-2%	-31%	i	-5

Next part
SMILES	FLuc inh	NIH3T3 tox	GPT2 inhibitor	HEK293 viab	SNCA expr inhib	HEK cytotox	IP6K1 inhibitor
CCOC(=O)c1cn(C2CN(C(=O)c3ccccc3Br)C2)nn1	-5%	i	-5%	3%	-18%	3%	9
COCCNC(=O)C[C@@H]1c2nc(-c3ccccc3)sc2C[C@@H]2[C@](C)(CO)[C@H](O)CC[C@]21C	1%	-20%	-2%	4%	1%	?	-13
CCCCOc1ccc(C(=O)Nc2ccc(-c3cc4ccccc4oc3=O)cc2)cc1	·	·	·	2%	-27%	·	14
COc1cccc(N2CCN(C(=O)c3cc4c(=O)oc5ccc(C)cc5c4s3)CC2)c1	·	·	·	-3%	-23%	·	18
COc1ccccc1-c1cccc(CN2CCC(NC(=O)c3ccccn3)CC2)c1	·	?	i	1%	-6%	?	-1
O=C(NC1CC1)c1ccccc1OCC1CCCN(Cc2ccncc2F)C1 (stereo not given)	0%	-18%	-8%	-11%	3%	?	7
O=C1CCN(C(=O)Cc2c[nH]c3ccccc23)CCCC(C(=O)NCc2ccccc2)CCN1 (stereo not given)	-15%	-24%	?	16%	36%[activator]	-10%	-3
CC(C)CCN1CCC2(CC1)C(=NC1CCCCC1)NC(=O)N2c1cc(F)cc(F)c1	·	-17%	i	-2%	33%[activator]	?	-14
C[C@@H]1O[C@@H](OC[C@H]2O[C@@H](Oc3c(-c4ccc(O)c(O)c4)oc4cc(O)cc(O)c4c3=O)[C@H](O)[C@@H](O)[C@@H]2O)[C@H](O)[C@H](O)[C@H]1O	·	·	?	2%[23.9 µM]	-42%[25.6 µM]	·	9
COc1cc(Cn2c(=O)sc3ccccc32)ccc1OCCC(C)C	·	·	·	-4%	2%	·	-3
CCc1ccc(CSc2nc(-c3ccc(OC)cc3)nc3c2Cc2c(CO)cnc(C)c2O3)cc1	·	·	·	0%	3%	·	-11
Cn1nccc1C(=O)N1CCCCCC1c1nc(C2CC2)no1 (stereo not given)	-1%	-6%	i	7%	-21%	i	3

The final 2 compounds of the section above open the next one.
SMILES	FLuc inh	NIH3T3 tox	GPT2 inhibitor	HEK293 viab	SNCA expr inhib	HEK cytotox	IP6K1 inhibitor
CCc1ccc(CSc2nc(-c3ccc(OC)cc3)nc3c2Cc2c(CO)cnc(C)c2O3)cc1	·	·	·	0%	3%	·	-11
Cn1nccc1C(=O)N1CCCCCC1c1nc(C2CC2)no1 (stereo not given)	-1%	-6%	i	7%	-21%	i	3
CNC(=O)[C@@H]1CN(C(=O)Cc2cccnc2)C[C@H]1COC	-10%	i	i	12%	-5%	i	3
CCn1ccn2c(-c3ccccc3)nc(C)c2c1=O	-15%	-8%	1%	5%	65%[activator]	-1%	22
CCn1c(-c2ccccc2)nn(CC(=O)NCCc2noc(C3CC3)n2)c1=O	11%	-8%	?	-3%	2%	-11%	-4
Cc1nc(CCC(=O)NCc2cc3n(n2)CCCN(C(=O)N(C)C)C3)n[nH]1	-13%	-10%	-7%	-2%	?	-6%	4
Cc1ccc(N2CC(NC(=O)/C=C\c3ccc4c(c3)OCO4)CC2=O)cc1C (stereo not given)	·	·	·	-13%	-7%	·	18
COC1CCN(C(=O)C2(C)CN(Cc3ccccc3)Cc3ccc(Nc4ccccc4)nc32)CC1 (stereo not given)	-15%	?	-37%	-22%	-21%	?	7
Cc1ccc(CN2C(=O)[C@@H]3C[C@@H](O)CN3C3(CN(C(C)C)C3)C2=O)o1	-3%[172 µM]	-1%[174 µM]	-4%[88.5 µM]	0%[87.6 µM]	9%[87.6 µM]	1%[172 µM]	-3
COc1ccc(NC(=O)c2nc(C(O)c3cccc(O)c3)oc2C)cn1 (stereo not given)	-8%[172 µM]	?	?	4%[87.6 µM]	12%[87.6 µM]	?	6
O=C(CN1C(=O)NC2(CCCCC2)C1=O)Nc1ccc(F)cc1	0%	-11%	-6%	-3%	31%[activator]	?	-7
CCC(C(=O)NCCc1ccc(Cl)cc1)n1nc(C)c2c(C)n(-c3ccccc3)nc2c1=O (stereo not given)	·	·	·	-11%	-12%	·	-21
Cc1ccc(CNC(=O)Cn2c(N3CCC(C)CC3)nc(C)cc2=O)cc1	-2%	-19%	i	8%	-7%	?	24
CC1(C)CC[C@@]2(C(=O)O[C@@H]3O[C@H](CO)[C@@H](O)[C@H](O)[C@H]3O)C(C1)C1=CCC3[C@@]4(C)CC[C@@H](O[C@@H]5O[C@H](C(=O)O)[C@@H](O[C@@H]6OC[C@@H](O)[C@H](O)[C@H]6O)[C@H](O[C@@H]6OC[C@](O)(CO)[C@H]6O)[C@H]5O)C(C)(C)C4CC[C@@]3(C)[C@]1(C)C[C@H]2O (stereo not given in full)	·	·	i	-7%[12.5 µM]	·	·	-3
CN1CCN(c2nc3c(c(=O)[nH]2)CCN(Cc2ccccc2F)CC3)CC1	7%	-4%	i	1%	?	-7%	17
CCc1ccc(-n2nc(CO)c(C(=O)NCc3ccccc3OC)n2)cc1	·	·	·	23%	16%	·	4
O=C(COc1ccccc1)N1CCOC[C@H](Oc2ccccc2)C1	1%[172 µM]	0%[138 µM]	i	-3%[87.6 µM]	-26%[87.6 µM]	-4%[172 µM]	6
O=C(CCc1c[nH]c2ccccc12)N1CCCC2(CCOC2)C1 (stereo not given)	?	-11%	i	-1%	69%[activator]	-22%	10
CC(C)NC(=O)c1ccc2nnc(-c3ccc(Cl)cc3)n2c1	·	-9%[138 µM]	2%[88.5 µM]	-4%[87.6 µM]	-5%[87.6 µM]	4%[172 µM]	-2
CS(=O)(=O)N1C[C@H]2CCN(Cc3ccccc3C#N)C[C@H]21	0%	-12%	i	-7%[12.5 µM]	18%	-9%	13
O=c1[nH]c(C2CCN(Cc3ccc(-c4cccnc4)cc3)CC2)nc2ccc(F)cc12	0%	5.6µM*!	3%	6%&5%	-1%&-15%	?	2&-13
COc1ccc2c(c1)c(N1CCCC1=O)c(C(=O)Nc1ccc(Cl)cc1C)n2C	·	·	·	7%	-16%	·	40

A second format for part of the listing above:
Below each compound: FLuc inh | NIH3T3 tox | GPT2 inhibitor | HEK293 viab | SNCA expr inhib | HEK cytotox | IP6K1 inhibitor
- CCc1ccc(-n2nc(CO)c(C(=O)NCc3ccccc3OC)n2)cc1
 : · | · | · | 23% | 16% | · | 4
- O=C(COc1ccccc1)N1CCOC[C@H](Oc2ccccc2)C1
 : 1%[172 µM] | 0%[138 µM] | i | -3%[87.6 µM] | -26%[87.6 µM] | -4%[172 µM] | 6
- O=C(CCc1c[nH]c2ccccc12)N1CCCC2(CCOC2)C1 (stereo not given)
 : ? | -11% | i | -1% | 69%[activator] | -22% | 10

Screens (PubChem BioAssay)
